DUSP3 inh: DUSP3 (human) phosphatase inhibition; P51452; recombinant VHR phosphatase, pNPP absorbance; inhibition, % at 13.3 µM; 290,000 compounds, 0.52% hits; AID 1654; in the data active = inhibition above about 50%; note: some compounds called inactive have numbers as strong as hits
Target sequence (P51452 whole entry, looked up): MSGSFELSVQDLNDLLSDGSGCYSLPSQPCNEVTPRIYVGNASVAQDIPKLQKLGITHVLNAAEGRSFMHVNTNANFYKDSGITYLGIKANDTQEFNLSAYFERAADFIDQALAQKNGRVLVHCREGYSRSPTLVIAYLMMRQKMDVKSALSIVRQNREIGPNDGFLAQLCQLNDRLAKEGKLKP
Y pestis TopoI: Y. pestis Topo-I inhibition via cleavage products | Y. pestis Topo-I cleavage product accumulation, plate reader | activity, % at 10 µM | 360,000 compounds, 0.064% hits; in the data active = activity above about 50%, passing the limit was not always enough; note: inactives centre near 2
PriA SSB inh: inhibitors of Klebsiella pneumoniae PriA binding to SSB C-terminal tail. AlphaScreen SSBct-PriA binding, biotinylated peptide. inhibition, % at 33 µM. 430,000 compounds, 0.6% hits. AID 1272365; in the data active = inhibition mostly above about 37%, no sharp cut-off; inactive = mostly below about 20%;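 note: plate controls were negative control peptide for no effect and reference peptide for full effect; strong numbers were not always called active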
TcdB GH inh: inhibitors of Clostridioides difficile toxin B glycohydrolase. P18177. TcdB glycohydrolase enzymatic assay, plate reader. inhibition, % at 9.99 µM. 350,000 compounds, 0.24% hits; in the data active = inhibition above about 10%
SARS 3CLpro inh: SARS-CoV 3CLpro protease inhibition | recombinant SARS-CoV 3CLpro, quenched FRET peptide cleavage | inhibition, % at 6 µM | 290,000 compounds, 0.14% hits | P0C6X7; in the data active = inhibition above about 12%
Rv3671c protease: inhibitors of M. tuberculosis serine protease Rv3671c. 320,000 compounds, 0.048% hits. P9WHR9. AID 2606. inhibition, % at 5.96 µM; in the data active = inhibition above about 38%;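 note: extracellular domain of Rv3671c used as enzyme; 0% = enzyme with DMSO and 100% = no enzyme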
Target sequence (P9WHR9 whole entry, looked up, the tested form may be a part): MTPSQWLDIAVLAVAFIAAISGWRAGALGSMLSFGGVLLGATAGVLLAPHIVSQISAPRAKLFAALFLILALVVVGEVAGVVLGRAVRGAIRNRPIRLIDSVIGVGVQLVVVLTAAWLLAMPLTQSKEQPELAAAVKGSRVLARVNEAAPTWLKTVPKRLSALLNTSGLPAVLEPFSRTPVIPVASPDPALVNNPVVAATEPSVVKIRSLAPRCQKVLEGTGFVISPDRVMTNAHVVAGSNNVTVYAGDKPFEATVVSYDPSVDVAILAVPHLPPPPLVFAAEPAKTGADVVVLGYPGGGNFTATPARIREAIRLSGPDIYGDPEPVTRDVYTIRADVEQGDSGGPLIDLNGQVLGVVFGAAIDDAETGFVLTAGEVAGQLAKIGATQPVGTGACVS
Vc quorum ag: quorum light induction in luxS cqsA deficient V. cholerae. activation, % at 18.7 µM. V. cholerae BH1578 lux reporter, luminescence, 6 h. 350,000 compounds, 0.16% hits. AID 588436; in the data active = activation mostly above about 9.7%, no sharp cut-off; note: not every result past the cut was called active; inactives centre near 0; reference of the scale not given here
CCHF vOTU inh: CCHFV vOTU protease inhibition; AID 651958; inhibition, % at 11.5 µM; 370,000 compounds, 0.55% hits; Pep-AMC fluorescence; in the data active = inhibition above about 30%; note: 0% = vehicle wells with enzyme and 100% = no enzyme wells
MazEF act: increases E. coli MazEF RNase cleavage of RNA; FAM/BHQ RNA-DNA oligo cleavage fluorescence, 5 h; P0AE70; activation, % at 20 µM; AID 504720; 350,000 compounds, 0.32% hits; in the data active = activation above about 50%
Target sequence (P0AE70 whole entry, looked up): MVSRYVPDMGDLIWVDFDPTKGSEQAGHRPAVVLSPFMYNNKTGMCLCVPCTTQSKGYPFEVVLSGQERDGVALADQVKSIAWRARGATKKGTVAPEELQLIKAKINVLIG
PrPC TRFRET: reduces human prion protein on the cell surface | P04156 | cell surface PrPC, TR-FRET read-out | inhibition, % at 13.8 µM | 370,000 compounds, 0.43% hits; in the data active = inhibition above about 24%; note: 0% = median of the test wells and 100% = reference compound wells
The depositor's hits bear a star; i = inactive; . = no result given; & = joins results of further samples. A portion of the library, so the mix of outcomes need not match the whole.

Value order – DUSP3 inh	Y pestis TopoI	PriA SSB inh	TcdB GH inh	SARS 3CLpro inh	Rv3671c protease	Vc quorum ag	CCHF vOTU inh	MazEF act	PrPC TRFRET
1	CC(C)(C)C(=O)Nc1ccc(Oc2ccc3c(c2)C(=O)N(c2ccc(O)cc2)C3=O)cc1
 : 22	2	-4	.	-2	-5	-0.4	3	3	0
2	CC1CCC(NC(=O)C2c3ccccc3C(=O)N2CCCN2CCOCC2)CC1 (configuration not stated)
 : 26	5	-12	.	0	-3	-0.2	-4	6	-4
3	CCOCC(=O)Nc1cc(Cl)ccc1C
 : 3	1	-11	10*	4	2	-0.3	12	1	-2
4	O=C(CN1C(=O)C2CC=CCC2C1=O)Nc1ccc(-c2nnc3n2CCCCC3)cc1 (configuration not stated)
 : 32	-4	-11	.	-3	-1	-0.5	5	1	3
5	N=c1n(CCN2CCCCC2)c2ccccc2n1CC(O)c1ccc(Cl)c(Cl)c1 (configuration not stated)
 : -2	0	-10	.	1	-19	-0.1	-9	39	-31
6	O=S1(=O)CCOC[C@H](CC2CCCCC2)N1Cc1cccc(Cl)c1
 : -3	30	-8	1.6	0	-12	-0.6	10	-4	5
7	Cc1ccc(S(=O)(=O)CCC(=O)OCC(=O)N2CCN(S(=O)(=O)c3ccc(Cl)cc3)CC2)cc1
 : 0	34	-8	2.1	-2	8	-3.4	-6	1	-1
8	CCCc1nc2oc3c(NCC4CCCO4)ncnc3c2c2c1COC(C)(C)C2 (configuration not stated)
 : -6	0	-15	.	-6	3	i	-13	7	0
9	COC(=O)C12CCC(C)(c3nc4ccccc4nc31)C2(C)C (configuration not stated)
 : 22	18	-10	-0.3	6	-3	0.0	0	-18	-2
10	O=C(COc1ccccc1)Nc1ccc(S(=O)(=O)N2CCCC2)cc1
 : 38	12	-19	0.0	1	-4	-0.3	8	-6	-2
11	Cc1nn(-c2ccccc2)c2c1C(c1cccnc1)N1C=C(S(=O)(=O)N3CCCCC3)C=CC1=N2 (configuration not stated)
 : 19	38	1	.	-4	6	-0.3	4	4	-13
12	CC1(C)CC(=O)C2=C(C1)Oc1ncn(CCCn3ccnc3)c(=N)c1C2c1ccccc1 (configuration not stated)
 : 32	9	5	.	4	3	-0.1	-11	2	-2
13	C[C@H](CO)N1C[C@H](C)[C@@H](CN(C)S(=O)(=O)c2ccc(Oc3ccccc3)cc2)OCc2cn(nn2)CCCC1=O
 : .	37	.	0.3&-0.2&-0.6	.	.	-0.4	-2	10	1
14	O=C(CSc1ncccn1)NCc1ccccc1
 : -2	6	14	.	-5	4	-0.1	0	8	-3
15	COc1cc(C(=O)Nc2cc(C)ccn2)cc(OC)c1OC
 : -6	-9	-7	.	1	-3	-0.2	-9	0	1
16	COc1ccc(/C=C2/SC(=O)N(CC(=O)NCCC(C)C)C2=O)cc1OC
 : 7	3	3	.	-1	8	1.3	-9	7	8
17	COCCCn1c(C)cc(C(=O)COC(=O)CCc2nc3ccccc3c(=O)[nH]2)c1C
 : 14	.	-5	-0.4	2	-6	.	-2	6	-3
18	O=C(c1ccco1)N1CCN(S(=O)(=O)c2ccc(Cl)s2)CC1
 : 26	-12	-4	0.8	-4	3	-4.0	-15	-1	2
19	O=C1c2ccc3c4c(ccc(c24)C(=O)N1c1cccc(O)c1)C(=O)N(c1cccc(O)c1)C3=O
 : -15	-29	-4	0.9	-1	-7	i	13	16	-38
20	Cc1ccc(NC(=S)N(CCN2CCOCC2)Cc2ccccc2F)cc1
 : 16	3	-3	-1.0	3	8	i	3	4	-3
21	CCOc1ccc(CCNC(=O)Cn2ncn3nc(-c4ccc(OC)cc4)cc3c2=O)cc1
 : 37	2	-8	0.4	-7	0	-0.3	-8	-31	4
22	CC1CN(C(=O)CCNC(=O)c2ccc(Br)cc2)CC(C)O1 (configuration not stated)
 : .	3	-8	1.2	.	-6	i	-7	7	2
23	CN(C)C(CNC(=O)c1oc2ccccc2c1CSc1ncn[nH]1)c1ccco1 (configuration not stated)
 : 12	8	-3	1.3	1	-3	-0.6	-10	2	6
24	CC(CC(=O)Nc1ccc2c(c1)c(=O)n(C)n2-c1ccccc1F)c1ccccc1 (configuration not stated)
 : .	27	.	-1.1	.	.	-0.4	-51	.	-1
25	O=C(Nc1cccnc1Cl)c1ccc(Cl)c([N+](=O)[O-])c1
 : 24	2	23	.	-1	-6	i	10	1	-22
26	CCOC(=O)c1ccc(COC(=O)CCc2nc(-c3ccccc3)c(-c3ccccc3)o2)cc1
 : 16	18	-19	.	-1	-1	-0.3	8	-9	1
27	OC(c1ccc(Cl)cc1Cl)C(Cc1cccnc1)n1cncn1 (configuration not stated)
 : -10	4	-13	.	-6	-2	i	-5	3	0
28	COc1ccccc1-c1cc2nc(-c3ccccc3)cc(N3CCN(C(=O)c4ccoc4)CC3)n2n1
 : .	39	.	-11	.	.	-0.4	-45	-1	14
29	CC1CCCCN1N=Nc1nc2c([nH]1)c(=O)n(C)c(=O)n2C (configuration not stated)
 : .	7	-11	1.6	.	.	i	2	-1	-4
30	COc1ccc(/C=C2\CCc3ccccc3C2=O)c(OC)c1OC
 : 8	18	-1	1.7	1	-3	8.3	7	2	-10
31	CC(C)(C)NC(=O)/C=N/O
 : -2	-1	.	.	4	0	0.1	-18	4	-3
32	C=CCn1c(N)cc(=O)nc1SCC(=O)Nc1ccccc1C(N)=O
 : 1	7	6	1.5	-2	3	-1.6	0	0	11
33	Cn1c(=NC(=O)C2CCN(S(=O)(=O)c3cccs3)CC2)sc2ccccc21
 : -5	9&4	-1&-4	1.4	-2	2	i	-10&1	17&44	3&-1
34	COc1c(NC(C)=O)c2ccccc2c2ccccc12
 : 1	1	-8	-1.0	3	-5	-0.3	0	-1	-1
35	CC1(C)CC(=O)C(C=NCCN2CCNC2=O)=C(O)C1
 : -14	1	-3	0.5	3	-3	-0.6	0	3	-5
36	O=C1COc2ccc(C(=O)COC(=O)COc3ccccc3[N+](=O)[O-])cc2N1
 : 13	-9	-2	0.7	-2	-1	i	10	4	7
37	CCC1CCC/C1=N\NC(=O)c1ccoc1C (configuration not stated)
 : -9	4	.	0.5	-2	.	-0.8	15	7	-4
38	CC1CCN(CC(=O)NNC(=O)c2cccc(Br)c2)CC1
 : -9	1	7	0.5	2	-6	0.0	-9	5	3
39	CCOC(=O)c1c(NC(=O)C2CCCN(S(=O)(=O)c3ccc(C)cc3)C2)sc2c1CCCC2 (configuration not stated)
 : -7	-5	-1	.	2	1	-0.6	4	-6	4
40	Cc1ccccc1NC(=O)CCC(=O)OCCCC(F)(F)C(F)(F)F
 : -8	-14	-8	.	-1	1	-0.2	-4	-1	-1

Fetched by compound from above (2):
Value order – DUSP3 inh	Y pestis TopoI	PriA SSB inh	TcdB GH inh	SARS 3CLpro inh	Rv3671c protease	Vc quorum ag	CCHF vOTU inh	MazEF act	PrPC TRFRET
27	OC(c1ccc(Cl)cc1Cl)C(Cc1cccnc1)n1cncn1 (configuration not stated)
 : -10	4	-13	.	-6	-2	i	-5	3	0
26	CCOC(=O)c1ccc(COC(=O)CCc2nc(-c3ccccc3)c(-c3ccccc3)o2)cc1
 : 16	18	-19	.	-1	-1	-0.3	8	-9	1

(further entries)
Value order – DUSP3 inh	Y pestis TopoI	PriA SSB inh	TcdB GH inh	SARS 3CLpro inh	Rv3671c protease	Vc quorum ag	CCHF vOTU inh	MazEF act	PrPC TRFRET
41	O=C(NNC1=NCCCCC1)Nc1cccc(Cl)c1
 : 24	-9	-9	-1.2	-1	.	-0.3	2	-1	-4
42	CC(C)CN(CC(C)C)S(=O)(=O)N1CCC(C(=O)NCc2ccccn2)CC1
 : 27	4	-7	2.0	1	-11	-7.1	-9	-5	-8
43	COc1cccc(NC(=O)CSc2nc(N)cc(N)n2)c1
 : -4	0	-10	1.0	3	-2	3.3	-2	-16	0
44	CC(=O)Nc1ccc(NC(=O)c2cc(-c3cc(C)c(C)cc3O)n[nH]2)cc1
 : 16	4	0	-0.1	3	-13	i	-13	1	-10
45	Cc1ccccc1NC(=O)COC(=O)c1ccc2nc(C)c(C)nc2c1
 : .	1	-1	1.1	.	2	i	-5	8	-3
46	CC(=O)Nc1sc(N/N=C/c2ccccc2)nc1-c1ccc(C)cc1
 : 17	-19	i	0.8	1	1	-0.8	-2	11	1
47	Cc1ccc([N+](=O)[O-])cc1NC(=S)NC(=O)c1cccs1
 : -10	9	-5	.	1	-6	-0.4	-11	-2	9
48	O=C(CSc1ccc2ccccc2n1)Nc1ccc(N2CCOCC2)cc1
 : 47	-8	-9	1.6	0	5	-0.4	-8	0	21
49	Cc1cc(NC(=O)CCC(=O)N(Cc2ccccc2)C(C(=O)NC2CCCC2)c2ccc(C)o2)no1 (configuration not stated)
 : 41	11	-3	0.2	-6	-6	-0.9	-4	6	-7
50	C[C@H]1CN(S(=O)C(C)(C)C)[C@@H](CCO)/C1=C\CCO (some centres not stated)
 : .	8	-21	1.8	.	.	-0.9	-6	6	7
51	CC1=NN(c2ccc(C(=O)O)c(N)c2)C(=O)C1
 : -11	6	-2	-6.6	-2	-184	i	83*	-5	2
52	CC(c1ccccc1F)n1cc(C(=O)NCc2ccncc2)nn1 (configuration not stated)
 : 32	4	-10	.	-4	-1	-5.9	4	9	0

In a second layout: eleven of the compounds above.
No.	SMILES	DUSP3 inh	Y pestis TopoI	PriA SSB inh	TcdB GH inh	SARS 3CLpro inh	Rv3671c protease	Vc quorum ag	CCHF vOTU inh	MazEF act	PrPC TRFRET
42	CC(C)CN(CC(C)C)S(=O)(=O)N1CCC(C(=O)NCc2ccccn2)CC1	27	4	-7	2.0	1	-11	-7.1	-9	-5	-8
43	COc1cccc(NC(=O)CSc2nc(N)cc(N)n2)c1	-4	0	-10	1.0	3	-2	3.3	-2	-16	0
44	CC(=O)Nc1ccc(NC(=O)c2cc(-c3cc(C)c(C)cc3O)n[nH]2)cc1	16	4	0	-0.1	3	-13	i	-13	1	-10
45	Cc1ccccc1NC(=O)COC(=O)c1ccc2nc(C)c(C)nc2c1	.	1	-1	1.1	.	2	i	-5	8	-3
46	CC(=O)Nc1sc(N/N=C/c2ccccc2)nc1-c1ccc(C)cc1	17	-19	i	0.8	1	1	-0.8	-2	11	1
47	Cc1ccc([N+](=O)[O-])cc1NC(=S)NC(=O)c1cccs1	-10	9	-5	.	1	-6	-0.4	-11	-2	9
48	O=C(CSc1ccc2ccccc2n1)Nc1ccc(N2CCOCC2)cc1	47	-8	-9	1.6	0	5	-0.4	-8	0	21
49	Cc1cc(NC(=O)CCC(=O)N(Cc2ccccc2)C(C(=O)NC2CCCC2)c2ccc(C)o2)no1 (configuration not stated)	41	11	-3	0.2	-6	-6	-0.9	-4	6	-7
50	C[C@H]1CN(S(=O)C(C)(C)C)[C@@H](CCO)/C1=C\CCO (some centres not stated)	.	8	-21	1.8	.	.	-0.9	-6	6	7
51	CC1=NN(c2ccc(C(=O)O)c(N)c2)C(=O)C1	-11	6	-2	-6.6	-2	-184	i	83*	-5	2
52	CC(c1ccccc1F)n1cc(C(=O)NCc2ccncc2)nn1 (configuration not stated)	32	4	-10	.	-4	-1	-5.9	4	9	0
